GLS inhibitor: qHTS for Inhibitors of Glutaminase (GLS). Glutaminase kidney isoform, mitochondrial (Homo sapiens), O94925. GLS enzymatic activity, qHTS titration. Potency, µM (top dose mostly 45.5 µM), inactives show at the highest dose activity change, negative = inhibition, usual class: inhibitors. AID 624170, 2012. hit rate 0.21% among 410,000; active = well fitted inhibition curve with a large enough effect
Target sequence (O94925 whole entry, looked up, canonical isoform): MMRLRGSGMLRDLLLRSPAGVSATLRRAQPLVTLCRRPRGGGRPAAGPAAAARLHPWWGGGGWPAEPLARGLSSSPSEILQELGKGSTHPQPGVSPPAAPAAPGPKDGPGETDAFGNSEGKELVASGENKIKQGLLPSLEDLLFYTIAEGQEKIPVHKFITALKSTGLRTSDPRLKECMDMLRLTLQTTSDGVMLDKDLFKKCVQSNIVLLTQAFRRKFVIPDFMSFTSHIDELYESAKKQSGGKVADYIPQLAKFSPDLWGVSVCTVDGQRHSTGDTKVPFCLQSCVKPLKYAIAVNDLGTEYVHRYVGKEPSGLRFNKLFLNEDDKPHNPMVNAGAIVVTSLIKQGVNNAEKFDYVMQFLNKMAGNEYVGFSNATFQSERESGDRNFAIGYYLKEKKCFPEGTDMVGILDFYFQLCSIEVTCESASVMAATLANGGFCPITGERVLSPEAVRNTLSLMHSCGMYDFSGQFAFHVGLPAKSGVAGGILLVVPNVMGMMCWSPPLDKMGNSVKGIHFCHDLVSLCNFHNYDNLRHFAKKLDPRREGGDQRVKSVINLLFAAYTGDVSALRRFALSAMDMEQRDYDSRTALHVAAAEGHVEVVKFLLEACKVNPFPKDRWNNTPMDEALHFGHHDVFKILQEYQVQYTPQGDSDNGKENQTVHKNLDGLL
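hKGA in 45 mM KH2PO4 (pH 8.2), 0.02% Tween-20 with compound, then 1mM L-Glutamine (stock as added) plus glutamate oxidase/HRP/Amplex red coupling mix. Fluorescence read initially and after 30 min at RT; signal change reflects glutamate formation.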
Active calls of the source: *; [ ] = dose if it differs, or a comment. % is set by controls: 0 for no effect and ±100 for the full control effect; potency is the fitted concentration of half-maximal effect. The list is partial; the hit share may differ from the screen's.

mol | GLS inhibitor
CC(=O)c1ccc(OC2(C)CCN(Cc3cccn3-c3nccs3)C2)cc1 (configuration not stated) | 4%
CCOC(=O)[C@]12CCCC=C1N(Cc1ccco1)C(=O)[C@H](CC(=O)NCCCCc1ccccc1)C2 | -15%
CC(C)NC(=O)C1Cc2c(-c3ccc(Cl)cc3)ccnc2O1 (configuration not stated) | 1%
C=CCn1c(-c2ccccn2)n[nH]c1=S | -5%
O=C1OC(C(Cl)(Cl)Cl)Nc2ccccc21 (configuration not stated) | 11%
OC(c1ccc(F)cc1)c1ncc(-c2cccc(C(F)(F)F)c2)[nH]1 (configuration not stated) | 1%
Cc1ccc(Nc2nc(NCC3CC3)nc3ccsc23)c(C)c1 | 8%
CCCCC(=O)N(C)c1c(CC)nc2c(OCc3cc(Cl)cc(Cl)c3)cccn12 | -21%
CC1=C(C(=O)N2CCOCC2)CC(CC(=O)NC2CC2)C(=O)N1CCC1=CCCCC1 (configuration not stated) | -14%
CC1(C(=O)Nc2ccc3nc[nH]c3c2)CCN1C(=O)C/C=C/c1ccccc1 (configuration not stated) | 5%
CCNC(=O)c1cc2c(c(-c3cccc(-c4cccc(C(=O)N(C)C)c4)c3)n1)[C@H](CCO)N(S(=O)C(C)(C)C)C2 (some centres not stated) | 15%
CCc1ccc2cc3c(cc2n1)C(=O)c1ccccc1-3 | 3%
CN(C)c1ccc(-c2ccnc3c2CC(C)(C(=O)Nc2ccccc2)O3)cc1 (configuration not stated) | 13%
O=C(NC(c1ccccc1)c1ccsc1)C1CCN(Cc2ccc(Cl)c(Cl)c2)CC1 (configuration not stated) | 3%
CCOC(=O)[C@]12CCCC=C1N(Cc1ccc(Cl)cc1Cl)C(=O)[C@H](CC(=O)NCc1ccc(OC)c(OC)c1)C2 | -5%
CCOC(=O)[C@]12CCCC=C1N(Cc1ccco1)C(=O)[C@H](CC(=O)NCc1cccs1)C2 | 5%
Cc1nc2ccc(C(=O)N3CCN(C(=O)c4ccco4)CC3)cn2c1N(C)C(=O)CCc1ccccc1 | -2%
COCCCn1cc(CN2CC(N3CCCC3)CS2(=O)=O)nn1 (configuration not stated) | -13%
CCOC(=O)[C@]12CCCC=C1N(Cc1cccc3ccccc13)C(=O)[C@H](CC(=O)N1CCOCC1)C2 | 1%
CC1=C(C(=O)N2CCCCCC2)CC(CC(=O)NCCN2CCOCC2)C(=O)N1Cc1ccc(C(C)(C)C)cc1 (configuration not stated) | -20%
CC(=O)Nc1cc(-c2ccc(C(=O)N3CCOCC3)cc2)cn2c(-c3ccc(C(C)=O)cc3)cnc12 | -1%
CCc1nc2c(OCc3ccc(Cl)cc3)cccn2c1N(C=O)Cc1ccccc1 | -2%
CC(C)(C)c1ccc(C(=O)N2CCC2(C)C(=O)Nc2cccc3ncccc23)cc1 (configuration not stated) | 0%
NC(Cc1ccccc1)c1csc(NC(=O)Nc2ccccc2Oc2ccccc2)n1 (configuration not stated) | 5%
COCc1cccc(-c2csc(C(C)(O)c3cccc(OC)c3)n2)c1 (configuration not stated) | -3%
Cn1c(=O)c2cc(NC(=S)NC3CCCCC3)ccc2n1Cc1cccc(C(F)(F)F)c1 | 1%
OCCCCCCNc1ccc(CCO)cc1 | -18%
COc1cc(OC)cc(C2=Cc3ccccc3C(CC(=O)c3ccco3)N2c2ccc(-c3cncnc3)cc2)c1 (configuration not stated) | 14%
CCCCNC(=O)C(NC(=O)c1ccc(=O)[nH]c1)C(=O)c1ccccc1 (configuration not stated) | 24%
CCOc1ccccc1C(=O)NCCN1CCC(n2c(=O)[nH]c3ccccc32)CC1 | -20%
CN1CCN(c2ncnc3c2ncn3[C@H]2CN(Cc3ccc(C(=O)O)cc3)C[C@@H](CO)O2)CC1 | 8%
c1cn2c(-c3ccc(N4CCOCC4)cc3)cncc2n1 | -14%
CCOc1ccc(-c2cc(C(=O)NCc3cc(OC)cc(OC)c3)[nH]n2)c(C)c1 | -1%
COc1cc(-c2cnc3c(NC=O)cc(-c4cccc(NC(C)=O)c4)cn23)cc(OC)c1OC | -4%
COCCc1ccc(OC2(C)CCN(Cc3cccc(OCOC)c3)C2)cc1 (configuration not stated) | 18%
CCC1(C)CC(C#N)(C#N)C(=O)NC1=O (configuration not stated) | 9%
Cc1cccc(C)c1C(O)c1ncc(-c2ccccc2Cl)[nH]1 (configuration not stated) | 5%
Cc1nc2c(OCc3ccc(Cl)cc3)cccn2c1N(C)C(=O)CCC1CCCC1 | 0%
CCCCNC(=O)C1(C)CCN1C(=O)c1ccncc1 (configuration not stated) | -1%
COc1ccc(CN2C(=O)CCC2(C)c2nnnn2-c2ccc3c(c2)OCCO3)cc1OC (configuration not stated) | 4%

Part of the list above in a different format.
OCCCCCCNc1ccc(CCO)cc1
  GLS inhibitor: -18%

COc1cc(OC)cc(C2=Cc3ccccc3C(CC(=O)c3ccco3)N2c2ccc(-c3cncnc3)cc2)c1 (configuration not stated)
  GLS inhibitor: 14%

The list continues.
mol | GLS inhibitor
COc1ccc(CCN2C(=O)COc3ccccc3C2C(=O)Nc2c(C)cccc2C)cc1OC (configuration not stated) | -11%
CC(C)(O)C#Cc1ccc(CNC[C@H]2O[C@@H](n3cnc4c(=O)[nH]c(N)nc43)[C@H](O)[C@@H]2O)s1 | 9%
COCCCN1C(=O)C(CC(=O)NC2CCCC2)CC(C(=O)N(C(C)C)C(C)C)=C1C (configuration not stated) | 16%
CC(=O)NC(c1ccccc1)c1nc(-c2cnc3ccccc3c2)cs1 (configuration not stated) | -13%
COc1ccc(-c2nc3ccc(C)cn3c2Cc2ccccc2)cc1OC | 16%
CCCNC(=O)C1(C)CCCN(Cc2cc3ccccc3o2)C1 (configuration not stated) | -2%
CCCNC(=O)C1(C)CCN(Cc2ccc(-c3ccccc3)o2)C1 (configuration not stated) | -2%
CCC(c1nnnn1-c1ccc2c(c1)OCCO2)N1CCN(c2ccc(C)cc2)CC1 (configuration not stated) | 30%
OCCN1CCN(c2ncnc3c2ncn3[C@H]2CN(Cc3ccc4c(c3)OCO4)C[C@@H](CO)O2)CC1 | 18%
COc1ccc(CN2C(=O)C(CC(=O)NCCc3ccccn3)CC(C(=O)N3CCOCC3)=C2C)cc1 (configuration not stated) | -10%
COc1cccc(CNc2nc3cc(-c4ccccc4C)sc3c(=O)n2C)c1 | 6%
COCCNc1nc(Nc2ccc(C)cc2C)c2sccc2n1 | -3%
OC(c1ccc(Cl)c(F)c1)c1ncc(-c2cccc(C(F)(F)F)c2)[nH]1 (configuration not stated) | 2%
CC(C)C[C@@H]1COc2cc(N3CC[C@H](O)C3)ccc2S(=O)(=O)N1 | 6%
O=C1NC[C@@H](CCCCN2C[C@H](Cc3ccc(O)cc3)N(CCC3CCCCC3)C(=O)C2=O)N(CCC2CCCCC2)C1=O | -13%
O=C(NCc1cccc(C(F)(F)F)c1)c1ccc2sc(COCCO)nc2c1 | 8%
Cc1cc(Cl)ccc1-c1nc(NC(C)C)nc2ccsc12 | 4%
CCNC(=O)C1(C)CCCN(C(=O)c2ccc3sccc3c2)C1 (configuration not stated) | -8%
COc1ccc(C(C)(O)c2nc(-c3csc4ccccc34)cs2)cc1 (configuration not stated) | -7%
O=S1(=O)CC(N2CC=CC2)CN1Cc1cn(Cc2cccc(C(F)(F)F)c2)nn1 (configuration not stated) | 15%
COc1cccc(C(=O)N2CCC2(C)C(=O)O)c1 (configuration not stated) | -16%
O=C(Nc1cccc(C(F)(F)F)c1)c1csc(COCCO)n1 | -1%
CC(=O)Nc1ccc(C(=O)N2CCCC(c3cc(C(=O)NCc4cccnc4)no3)C2)cc1 (configuration not stated) | 5%
CC(=O)Nc1cncc(-c2ccc(CN(C)C)cc2)n1 | 8%
CCNC(=O)C1CCCN(C(=O)c2ccc(N(C)C)cc2)CC1 (configuration not stated) | 49%[activator]
CC(C)Oc1cc(F)ccc1-c1cc(C(=O)Nc2ccccc2)[nH]n1 | 7%
COc1ccc(Cc2c(-c3ccc(Cl)cc3)nc3cc(C)c(Br)c(C)n23)c(C)c1 | -10%
Cc1cc(C(O)c2ncc(-c3cccc(F)c3)[nH]2)ccc1F (configuration not stated) | -1%
Cc1cc(NC(=O)c2ccc3sc([C@@H]4O[C@H](CO)[C@H](O)[C@H](O)[C@H]4O)nc3c2)no1 | -21%
CC(=O)Nc1ccc(NC(=O)c2ccccc2Br)cc1 | -3%
COc1ccc(Cl)cc1Cn1c(C)c(C(=O)NCc2ccc3c(c2)OCCO3)sc1=O | 10%
O=C(NCC(F)(F)F)c1ccc2sc([C@H]3C[C@H](O)[C@@H](CO)O3)nc2c1 | 3%
CC1(C(=O)NS(=O)(=O)c2ccccc2)CCN1C(=O)C1CCCCC1 (configuration not stated) | -5%
O=C(Nc1cccn2nc(COCCO)nc12)C(c1ccccc1)c1ccccc1 | 4%
Cc1ccc(S(=O)(=O)N2C[C@H]3[C@H]4C(=O)N(C5CCCCC5)C(=O)[C@H]4CC(=O)[C@H]3[C@@H]2c2ccccc2F)cc1 | 2%
Cc1noc(C)c1-c1ccc(C(=O)NCC2CC2)c2occc12 | 8%
CC(C)N1CCC1(C)C(=O)Nc1cccc(C#N)c1 (configuration not stated) | -10%
Cc1cccc(C)c1-n1nnnc1C1(C)CCC(=O)N1CCOc1ccccc1 (configuration not stated) | 8%
Cc1noc(C)c1S(=O)(=O)NC(=O)C1(C)CCN1C(=O)Cc1ccc(Cl)cc1Cl (configuration not stated) | 4%
CC(C)C[C@@H]1COc2cc(N3CCSCC3)ccc2S(=O)(=O)N1 | -2%

Quoted at random: 4 records from the list.
mol | GLS inhibitor
O=C(Nc1cccn2nc(COCCO)nc12)C(c1ccccc1)c1ccccc1 | 4%
COc1ccc(Cc2c(-c3ccc(Cl)cc3)nc3cc(C)c(Br)c(C)n23)c(C)c1 | -10%
Cc1cccc(C)c1-n1nnnc1C1(C)CCC(=O)N1CCOc1ccccc1 (configuration not stated) | 8%
COc1cccc(C(=O)N2CCC2(C)C(=O)O)c1 (configuration not stated) | -16%

Additional results:
mol | GLS inhibitor
Cc1ccccc1S(=O)(=O)N(C)C[C@H]1OCc2cn(nn2)CCCC(=O)N([C@H](C)CO)C[C@@H]1C | 3%
CC(=O)Nc1cccc(-c2csc(C(O)c3ccc(F)cc3)n2)c1 (configuration not stated) | 4%
CC(=O)C1=CCC(c2ccccc2)N(S(=O)(=O)c2ccc(C)cc2)C1 (configuration not stated) | 5%
N[C@@H](C(=O)N[C@H]1C(=O)N2C(C(=O)O)=C(Cl)CC[C@H]12)c1ccccc1 | 1%
O=C1NC[C@@H](CCCCN2C[C@H](Cc3ccc(O)cc3)N(CCc3ccc(O)cc3)C(=O)C2=O)N(CCc2ccc(O)cc2)C1=O | -10%
O=C(/C=C/[C@H]1O[C@@H](n2ccc(=O)[nH]c2=O)[C@H](O)[C@@H]1O)NCCc1cccs1 | -5%
Cc1cc(F)ccc1-c1cc(C(=O)NCc2ccccc2)[nH]n1 | -1%
O=C(Nc1ccc2c(c1)OCCO2)C1c2ccccc2OCC(=O)N1Cc1ccc2c(c1)OCO2 (configuration not stated) | -2%
CCc1ccc(C=C2SC(=S)N(CCCC(=O)Nc3ccc(C(=O)O)cc3)C2=O)cc1 | 11%
COc1ccccc1-c1cc(NC=O)c2ncc(-c3ccc(S(C)(=O)=O)cc3)n2c1 | -4%
O=C(NC1CCCCC1)C(c1ccnc2ccccc12)N1CCc2ccccc2C1 (configuration not stated) | 1%
CC1=C(C(=O)N2CCCCCC2)CC(CC(=O)NCc2cccs2)C(=O)N1CCC1=CCCCC1 (configuration not stated) | -19%
Nc1nc(CSc2nnnn2-c2ccccc2)nc(Nc2ccccc2)n1 | -10%
CC1(C(=O)NS(=O)(=O)c2ccccc2)CCN1C(=O)Cc1ccccc1 (configuration not stated) | 3%
c1ccc(CNc2nc(NCCc3ccncc3)c3sccc3n2)cc1 | 1%
CSc1ccc(Cn2c(C)c(C(=O)NCc3ccco3)sc2=O)cc1 | 3%
COc1ccc(NS(=O)CCCc2ccccc2)cc1 (configuration not stated) | -7%
COC(=O)[C@@]1(C(C)C)N=C(c2cc(OC)c(OC)c(OC)c2)[C@]2(O1)C(=O)N(C)c1ccc(Br)cc12 | 2%
CCNC(=O)c1cc2c(c(-c3cccc(-c4cncnc4)c3)n1)[C@@H](CCO)N(C(C)=O)C2 | -18%
COc1cccc(Nc2nc(C(N)CO)cs2)n1 (configuration not stated) | 20%
CCCCC(=O)N(C)c1c(C)nc2ccc(C(=O)N3CCN(c4ccccc4)CC3)cn12 | 17%
Cc1ccc2c(CN3CCN(c4ccccc4)CC3)cc(=O)oc2c1 | 25%
CCCCc1ccc(S(=O)(=O)NC(=O)C2(C)CCN2C(=O)c2cccc(F)c2)cc1 (configuration not stated) | -7%
COC(=O)[C@]12CCCCC=C1N(Cc1ccco1)C(=O)[C@H](CC(=O)NCC13CC4CC(CC(C4)C1)C3)C2 | 3%
OC(c1ccc(F)c(F)c1)c1nc(-c2cccs2)cs1 (configuration not stated) | -1%
CC1(C(=O)NS(C)(=O)=O)CCN1C(=O)Cc1ccc(-c2ccccc2)cc1 (configuration not stated) | 0%
Nc1nc2c(ncn2[C@@H]2O[C@H](CNCC3=Cc4cc(O)ccc4OC3)[C@@H](O)[C@H]2O)c(=O)[nH]1 | 35%[activator]
O=C(Nc1ccccc1)c1cc(C2CCCCN2S(=O)(=O)Cc2cccc(C(F)(F)F)c2)on1 (configuration not stated) | -6%
CC(C)C[C@H]1CNC(=O)C(=O)N1CC1CCN(CCC(C)c2ccccc2)CC1 (some centres not stated) | -1%
